High-throughput results (PubChem)
V1aR counter – agonists of human V1a receptor, primary screen, counter-screen for OXTR agonist project, fluorescence, CHO-V1R cells; Vasopressin V1a receptor (Homo sapiens), P37288; Fluo-8 calcium fluorescence, agonist mode; 0% DMSO, 100% 3 nM vasopressin; activation, % at 3 µM; actives 0.25% (n = 320,000); AID 2797, 2010;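 active = activation above the mean activation of all tested compounds plus 3 SD, per screening run, cut at about 20% in these data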;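 also: signal is peak over basal fluorescence ratio across a 100 second FLIPR read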
Target sequence (P37288 whole entry, looked up): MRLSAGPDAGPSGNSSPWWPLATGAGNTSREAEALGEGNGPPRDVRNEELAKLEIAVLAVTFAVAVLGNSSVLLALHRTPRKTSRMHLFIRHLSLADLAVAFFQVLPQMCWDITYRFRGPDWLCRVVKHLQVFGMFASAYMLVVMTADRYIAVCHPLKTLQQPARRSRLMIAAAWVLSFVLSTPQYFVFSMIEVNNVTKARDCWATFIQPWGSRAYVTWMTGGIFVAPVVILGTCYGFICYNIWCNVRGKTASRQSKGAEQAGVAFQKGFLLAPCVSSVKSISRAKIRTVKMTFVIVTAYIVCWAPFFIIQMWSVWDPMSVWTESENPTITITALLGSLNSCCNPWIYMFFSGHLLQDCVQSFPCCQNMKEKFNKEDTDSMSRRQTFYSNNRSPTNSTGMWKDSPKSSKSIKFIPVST
VIM-2 inhibitor – VIM-2 metallo-beta-lactamase inhibitors, primary screen, biochemical, epi-absorbance readout, Pseudomonas aeruginosa enzyme; purified VIM-2, nitrocefin hydrolysis, epi-absorbance fluorescence; actives 0.89% (n = 290,000); inhibition, % at 5.6 µM;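 active = inhibition above the mean of all tested compounds plus 3 SD, cutoff set per screening run, cut at about 7.5% in these data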;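 also: red hydrolysis product quenches plate fluorescence so inhibitors raise well fluorescence; 0% = enzyme with DMSO and 100% = DMSO without enzyme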
GPR7 antagonist – GPR7 receptor antagonists, primary screen, cell-based, fluorescence, single concentration; Neuropeptides B/W receptor type 1 (Homo sapiens), P48145; GPR7-expressing cells, fluorescence antagonist assay; inhibition, % at 4.4 µM; actives 1.1% (n = 290,000); in the data active = inhibition above about 16%, passing the limit was not always enough;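 also: cells stimulated with the agonist NPW; 0% = agonist with vehicle and 100% = vehicle without agonist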
PHOSPHO1 inh – PubChem AID 1565; Phosphoethanolamine/phosphocholine phosphatase (Homo sapiens), Q8TCT1; recombinant PHOSPHO1, absorbance phosphatase assay; inhibition, % at 13.3 µM; actives 1.1% (n = 290,000); in the data active = inhibition above about 60%
Target sequence (Q8TCT1 whole entry, looked up): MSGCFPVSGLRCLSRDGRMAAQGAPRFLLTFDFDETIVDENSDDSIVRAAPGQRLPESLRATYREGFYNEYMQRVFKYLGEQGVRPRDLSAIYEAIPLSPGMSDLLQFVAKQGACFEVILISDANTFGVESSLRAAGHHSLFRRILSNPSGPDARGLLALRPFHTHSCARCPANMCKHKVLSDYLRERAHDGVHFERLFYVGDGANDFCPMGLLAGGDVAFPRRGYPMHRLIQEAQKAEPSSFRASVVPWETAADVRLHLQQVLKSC
NS3 helicase inh – inhibitors of HCV NS3 helicase, primary screen, biochemical, Cy5 molecular beacon fluorescence; Hepatitis C virus NS3 helicase; NS3 helicase DNA unwinding; actives 0.56% (n = 290,000); inhibition, % at 10.9 µM;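 active = inhibition above the mean of all tested compounds plus 3 SD, set per campaign, cut at about 35% in these data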;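 also: 0% = DMSO wells and 100% = thioflavine S control wells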
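Assay system – hepatitis C virus NS3 helicase domain fragment enzyme · Buffer or medium – MOPS pH 6.5, MgCl2, DTT, Tween20, BSA · Reagent – Cy5/quencher beacon DNA duplex and ATP to start · Compound – single 10.9 µM dose · Timing – 1 h at 25 °C · Technique – Cy5 beacon fluorescence read at start and 1 h · Measure – % inhibition of unwinding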
IMP-1 inhibitor – IMP-1 metallo-beta-lactamase inhibitors, primary screen, biochemical, epi-absorbance readout, Pseudomonas aeruginosa enzyme. metallo-beta-lactamase IMP-1 (Pseudomonas aeruginosa). inhibition, % at 5.6 µM. AID 1556, 2009. purified IMP-1, nitrocefin hydrolysis, epi-absorbance fluorescence. actives 0.45% (n = 290,000);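 active = inhibition above the mean plus 3 SD of all compounds in the same screening run, cut at about 4.5% in these data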;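 also: 0% = IMP-1 with DMSO and 100% = DMSO wells lacking enzyme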
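System: purified recombinant IMP-1 beta-lactamase. Medium: Zinc- and detergent-supplemented HEPES buffer, pH 7.1. Compound: one 5.6 µM dose […]. Schedule: 15 min preincubation plus 25 min reaction at 25 °C. Technique: Epi-absorbance fluorescence, 480 nm excitation, 530 nm emission.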
GalR3 antagonist – GalR3 antagonists in HEK293 cells, primary screen, cell-based, fluorescence readout | Galanin receptor type 3 (Homo sapiens), O60755 | HEK293 GalR3-CNG cAMP membrane potential fluorescence; galR3 body fused to GalR1 C-terminus | inhibition, % at 3 µM | actives 0.44% (n = 360,000);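 active = inhibition above the screen-wide average plus 3 SD, cut at about 13% in these data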;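 also: forskolin and galanin both at EC90 stimulate the cells; cAMP rise reported by CNG channel membrane potential dye signal; 0% = forskolin plus galanin with DMSO and 100% = forskolin alone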
Target sequence (O60755 1-299 limits assumed): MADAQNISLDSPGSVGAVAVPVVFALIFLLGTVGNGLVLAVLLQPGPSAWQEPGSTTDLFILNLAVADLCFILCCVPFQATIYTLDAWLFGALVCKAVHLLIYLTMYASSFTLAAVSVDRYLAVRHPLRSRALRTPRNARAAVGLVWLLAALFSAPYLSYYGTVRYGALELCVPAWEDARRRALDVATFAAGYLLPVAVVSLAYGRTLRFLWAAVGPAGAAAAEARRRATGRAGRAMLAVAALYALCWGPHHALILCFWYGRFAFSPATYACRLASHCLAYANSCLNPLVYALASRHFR
DNA FID counter – compounds displacing fluorescent DNA intercalator, primary screen, artefact control for HCV NS3 helicase inhibitor project, biochemical, FID fluorescence | DNA fluorescent intercalator displacement | inhibition, % at 7.9 µM | actives 0.17% (n = 290,000) | AID 1845, 2009; in the data active = inhibition above about 37%;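 also: 0% = vehicle and 100% = reference compound; higher means more ethidium bromide displaced from hairpin DNA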
OXTR ag – human OXTR agonists, primary screen, fluorescence, CHO-OTR cells, Fluo-8 calcium. Oxytocin receptor (Homo sapiens), P30559. Fluo-8 calcium fluorescence; normalized: DMSO 0%, oxytocin 100%. activation, % at 3 µM. actives 0.32% (n = 320,000). AID 2435, 2010;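 active = activation above the mean of all tested compounds plus 3 SD, cutoff set per screening run, cut at about 20% in these data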;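 also: peak over basal fluorescence ratio from a 100 s FLIPR kinetic read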
The depositor's hits bear a star; / = not tested or not shown.

nr	SMILES	V1aR counter	VIM-2 inhibitor	GPR7 antagonist	PHOSPHO1 inh	NS3 helicase inh	IMP-1 inhibitor	GalR3 antagonist	DNA FID counter	OXTR ag
1	Cc1ccc(NC2CCCN(C(=O)C3CCCCC3)C2)cc1C (stereo not given)	-1.4	2.4	-12	53	15	0.8	-1	-25	-0.9
2	CC(C)OCCCn1c(=S)[nH]c2ccc(N3CCOCC3)cc2c1=O	2.4	-4.3	-5	0	5	-6.1	-5	-18	1.9
3	CCOC(=O)c1ccc(NC(=O)CN2C(=O)NC3(CCC(C)CC3)C2=O)cc1 (stereo not given)	0.3	0.6	-9	42	-3	-1.0	-5	-23	-0.4
4	CC(=O)Oc1cccc(C(=O)Nc2ccc3c(c2)C(=O)N(CC2CCCO2)C3=O)c1 (stereo not given)	/	1.2	-3	23	4	-2.1	-4	-14	/
5	Cc1cccc(N(C(=O)c2snc(C(N)=O)c2N)C(C(=O)NCC2CCCO2)c2ccc(N(C)C)cc2)c1C (stereo not given)	0.5	-4.1	-13	14	-19	-1.6	-8	-14	-0.4
6	O=C(CN1C(=O)/C(=C/c2ccccc2Cl)SC1=S)NC1CCS(=O)(=O)C1 (stereo not given)	1.4	-0.8	-2	40	4	2.0	-5	-14	1.4
7	Nc1nc(NCC(=O)O)nc(NCc2ccccc2)c1[N+](=O)[O-]	-0.8	-1.9	1	33	-8	-1.7	-10	-8	0.5
8	COCC1CCN(C(=O)c2cc(COc3cc(C)c(Cl)c(C)c3)on2)C1 (stereo not given)	6.7	-0.8	0	7	-15	0.4	-4	-46	3.1
9	O=C(CCOc1ccccc1)Nc1ccc(S(=O)(=O)N2CCCC2)cc1	3.9	1.5	11	-2	3	-2.5	-4	-18	2.4
10	CCOc1ccc(NC(=O)/C(=C\c2ccc(OC(C)=O)c(OC)c2)NC(C)=O)cc1	0.9	-2.0	-11	1	2	-3.0	0	-14	-1.9
11	NS(=O)(=O)c1ccc(CCNS(=O)(=O)c2cccc3cccnc23)cc1	0.5	-3.7	-11	47	4	-2.1	-9	-5	-0.3
12	COC(=O)Cn1c(=N)n(CCN2CCCCC2)c2ccccc21	-0.1	1.6	-3	15	4	-2.1	-2	1	-0.2
13	Cc1ccc(NC(=O)c2cnn(C)c2)cc1[N+](=O)[O-]	1.0	-3.8	-1	1	0	-2.4	-3	-6	2.0
14	Cc1ccc(OCCCC(=O)Nc2ccccc2C(F)(F)F)cc1	-1.4	-7.0	-13	-7	-3	-1.4	-2	-17	-1.7
15	Cc1cc(C)cc(NC(=O)CSc2nc(N)c(NC(=O)c3ccc(Br)o3)c(=O)[nH]2)c1	-0.1	-3.0	-11	26	-1	-2.1	0	-18	0.5
16	O=C(Nc1nc2n(n1)C(c1ccc(F)cc1)CC(c1ccccc1)N2)c1ccco1 (stereo not given)	0.6	-2.0	11	33	-7	-1.9	-1	-29	0.0
17	CC(CCc1ccco1)NC(=O)CCc1nnc2ccc(NCc3ccccc3Cl)nn12 (stereo not given)	0.5	-2.8	-7	17	61*	-1.6	-10	-51	-0.5
18	CCc1ccc(C2CC(=O)N(c3ccc(F)cc3)C3=C2C(=O)OC3)cc1 (stereo not given)	-0.5	0.3	8	-1	-1	-1.1	-5	-20	-1.2
19	CCCC(=O)O[C@H]1C[C@@H](C)N(C(=O)c2ccccc2)c2ccc(C)cc21	-1.9	-1.1	15	1	-10	0.2	4	-24	-2.1
20	COc1ccc(-n2c(=O)c3c4c(sc3n(Cc3cccc(F)c3)c2=O)CN(C(C)=O)CC4)c(OC)c1	1.0	-3.8	-1	20	-17	-4.4	/	-17	0.7
21	Cc1sc2nc(CN3CCOCC3)nc(NS(=O)(=O)c3ccc4c(c3)OCCO4)c2c1C	0.1	0.7	17	-7	-3	-1.5	-2	-31	-0.4
22	COc1ccc2[nH]cc(CCNS(=O)(=O)c3ccc(NC(C)=O)cc3)c2c1	0.6	0.5	5	-25	-6	-1.6	1	11	0.8
23	Cc1ccccc1N(CC(=O)NC1CCCC1)C(=O)c1oc(C(C)(C)C)cc1C	0.9	-1.0	6	21	6	-0.2	/	0	-1.1
24	CCN1CCN(C(=O)/C=C/c2ccccc2[N+](=O)[O-])CC1	-0.7	-2.3	-11	50	4	-3.5	-5	5	0.1
25	Cc1c(NC(=O)Cn2[nH]c(=O)c3ccccc3c2=O)c(=O)n(-c2ccccc2)n1C	0.9	-0.1	-1	-15	-1	-4.0	5	-3	2.3
26	O=C(Nc1ccc2oc(-c3ccc(F)cc3)nc2c1)c1ccccc1F	1.5	-0.4	-13	4	-13	-1.4	1	1	1.4
27	CCOC(=O)c1c(NC(=O)CN2C(=O)NC3(CCCCC3)C2=O)sc(C)c1-c1ccc(C)cc1	-0.7	-0.8	-11	-9	-6	-0.9	0	3	-2.2
28	Oc1ccccc1C=NC1=NN(c2cccc(C(F)(F)F)c2)CC1	1.0	-1.9	-5	17	3	-32	-4	-6	0.6
29	COC(=O)CSc1nc2ccccc2o1	0.5	1.5	1	26	3	0.0	-3	-1	0.1
30	O=C(COC(=O)c1ccc(Cl)c(S(=O)(=O)N2CCN(c3ccc(F)cc3)CC2)c1)Nc1cccc(Cl)c1	1.9	-1.3	-6	0	-10	-0.4	-9	-5	0.6
31	O=C(COc1ccccc1)Nc1ccc2c(c1)Cc1cc(NC(=O)COc3ccccc3)ccc1-2	1.2	-2.3	-3	-4	-2	-2.3	-5	1	-0.8
32	O=C(NCc1ccccc1)C1CCN(S(=O)(=O)c2cc([N+](=O)[O-])ccc2Cl)CC1	3.2	-1.2	-11	-4	-3	1.9	-1	0	0.5
33	Nc1cccc2c1C(=O)N(CCOc1ccccc1F)C2=O	1.7	0.6	-4	23	-2	6.8*	-8	-2	1.3
34	COC(=O)c1ccc2c(=O)n(CCCCCC(=O)N3CCN(c4ccccc4)CC3)c(=O)[nH]c2c1	6.3	-0.3	-5	-4	27	-0.8	1	-8	4.8
35	Cc1[nH][nH]c(=O)c1C(c1ccc(-c2ccccc2C(=O)O)o1)c1c(C)[nH][nH]c1=O	0.0	1.5	-7	-98	-4	-3.2	-5	1	1.0
36	N#Cc1ccc(NC(=O)Nc2cccc(C#N)c2)cc1	/	-1.4	25*	-2	0	-2.4	-2	0	/
37	C=CCNC(=O)c1ccc(CN2CCC(Cc3ccccc3)CC2)cc1	0.4	-1.9	-5	9	-7	-2.7	-10	12	0.2
38	Cc1ccc(S(=O)(=O)Nc2ccc(=O)n(Cc3ccc(Cl)c(Cl)c3)c2)cc1	7.2	-2.5	-3	-56	34	-2.0	-2	-30	7.2
39	COc1ccc2c(c1)c(=O)c(C(=O)c1ccc(C)cc1)cn2CC(=O)Nc1ccc(F)cc1	-0.2	-1.5	-7	-6	-3	-3.6	2	-9	-0.2
40	Cc1nc2scc(C)n2c(=O)c1S(=O)(=O)NCCc1ccccc1	1.3	-5.7	0	41	-3	-2.6	3	-5	1.6

Three compounds drawn at random from the list so far:
nr	SMILES	V1aR counter	VIM-2 inhibitor	GPR7 antagonist	PHOSPHO1 inh	NS3 helicase inh	IMP-1 inhibitor	GalR3 antagonist	DNA FID counter	OXTR ag
37	C=CCNC(=O)c1ccc(CN2CCC(Cc3ccccc3)CC2)cc1	0.4	-1.9	-5	9	-7	-2.7	-10	12	0.2
31	O=C(COc1ccccc1)Nc1ccc2c(c1)Cc1cc(NC(=O)COc3ccccc3)ccc1-2	1.2	-2.3	-3	-4	-2	-2.3	-5	1	-0.8
33	Nc1cccc2c1C(=O)N(CCOc1ccccc1F)C2=O	1.7	0.6	-4	23	-2	6.8*	-8	-2	1.3

Next part.
nr	SMILES	V1aR counter	VIM-2 inhibitor	GPR7 antagonist	PHOSPHO1 inh	NS3 helicase inh	IMP-1 inhibitor	GalR3 antagonist	DNA FID counter	OXTR ag
41	O=C(O)c1ccc(NC2=Nc3cccc4cccc2c34)cc1	/	-2.5	-7	3	-10	-1.8	-7	-1	/
42	COc1ccc(CCn2c(-c3ccco3)nc3nc4ccccc4nc32)cc1	-0.5	-2.6	-8	7	7	-4.0	-3	-6	-1.4
43	O=C(CCSc1ccccc1)Nc1ccccc1C(=O)N1CCCC1	1.9	-0.4	-5	-12	-10	-2.1	11	-7	-0.2
44	O=C(COC(=O)Cn1cnc2ccccc21)Nc1cc2c(cc1Cl)C(=O)c1ccccc1C2=O	5.1	1.4	1	4	2	-2.5	-7	6	4.0
45	C=CCn1c(NCc2ccc(N(C)C)cc2)nc2ccccc21	-0.4	-2.4	2	25	-1	-0.6	-6	2	-0.7
46	O=C(NCCOc1ccccc1)C1CCC(=O)N(C2CCCCCC2)C1 (stereo not given)	-0.7	-1.2	-9	31	0	-2.2	-3	-21	-0.8
47	S=C(Nc1ccc2nsnc2c1)N1CCCCCC1	1.0	-2.2	-7	47	8	-3.2	-6	-1	0.1
48	CC(CN1CCCCC1)C(=O)NNC(=O)C12CC3CC(CC(C3)C1)C2 (stereo not given)	0.3	-2.5	-12	28	8	-3.8	-1	2	1.3
49	Fc1ccc(Cn2nnnc2C(c2cccs2)N2CCCCCC2)cc1 (stereo not given)	0.8	1.3	-1	5	-10	-3.0	-15	-20	-0.3
50	O=C(O)C1C2C=CC(C2)C1C(=O)NCc1ccc2c(c1)OCO2 (stereo not given)	0.3	-0.7	-4	45	-3	-1.9	-7	-1	1.2
